tuberculosis growth: growth inhibition of non-replicating M. tuberculosis (AID 488890) | 320,000 tested, 0.39% active | inhibition, % at 25 µM; hits with a dose series show IC50 in µM | Mycobacterium tuberculosis non-replicating, growth inhibition; higher % means a stronger effect; in the data active means a potency from the dose series; inconclusive means inhibition mostly from about 82% at the one dose, without a potency; inactive means the rest, 99 in 100 with inhibition below about 76%;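 further: plate controls were DMSO cells for no effect and high antibiotic wells for full effect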
M. tuberculosis HTS: M. tuberculosis growth inhibition, HTS (AID 449762). 330,000 tested, 0.59% active. one-dose inhibition, % at 25 µM; IC50 in µM for titrated hits. M. tuberculosis H37Rv growth inhibition, 7H9 media; higher % means a stronger effect; in the data active means a potency from the dose series; inconclusive means inhibition above about 70% without an active follow-up result;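 further: bacterial growth assessed after seven days of incubation; strong numbers were not always called active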
VEEV TC-83 Vero: inhibitors of VEEV TC-83 cytopathic effect, confirmation, Vero cells (AID 588727). 350,000 tested, 0.13% active. Vero cells, VEEV TC-83 cytopathic effect inhibition; higher % means a stronger effect. one-dose inhibition, % at 20 µM; IC50 in µM for titrated hits; in the data active means a potency from the dose series; inconclusive means inhibition mostly from about 14% at the one dose, without a potency; inactive means the rest, 99 in 100 with inhibition below about 12%; further: strong numbers were not always called active
influenza NS1A: NS1A inhibition, H1N1 influenza, cell based functional assay (AID 504329); NS1A functional cell-based assay, percent inhibition; higher % means a stronger effect; inhibition, % at 12.5 µM; hits with a dose series show IC50 in µM; 340,000 tested, 0.3% active; in the data active means a potency from the dose series; inconclusive means inhibition above about 27% without an active follow-up result; further: strong numbers were not always called active
PhoP GFP inhibition: Inhibition of PhoP regulon, Salmonella typhi GFP reporter cells, confirmation, 4 h (AID 1850). Salmonella Typhi PhoP-promoter GFP reporter, fluorescence, 4 h; higher % means a stronger effect. inhibition, % at 50 µM, or IC50 in µM where a hit was titrated. 310,000 tested, 0.33% active; in the data active means a potency from the dose series; inconclusive means inhibition mostly from about 25% at the one dose, without a potency; inactive means the rest, 99 in 100 with inhibition below about 19%;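 further: 0% = induced wells with vehicle and 100% = uninduced wells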
VEEV TC-83 Vero 10K pilot screen: further read-out of VEEV TC-83 Vero, marked with its call; inhibition, %; measured here: 10K pilot screen inhibition
* = called active by the depositor; i = inactive; ? = inconclusive; / = no result given; & = joins results of further samples.

SMILES	tuberculosis growth	M. tuberculosis HTS	VEEV TC-83 Vero	influenza NS1A	PhoP GFP inhibition	others
CCOC(=O)c1ccccc1NC1c2ccccc2C(=O)N1c1ccc(C)cn1 (stereo unspecified)	-2%	-5%	1.5%	7%	-4%
Cc1ccccc1C(=O)NC1CC2CCCC(C1)N2C(=O)Nc1ccccc1 (stereo unspecified)	-14%	-2%	2.0%	-10%	12%
COc1ccc(-c2csc3ncnc(NCCN4CCOCC4)c23)cc1	0%	-4%	7.3%	-10%	-6%
CCOc1ccc(N(C)S(=O)(=O)c2ccc3[nH]cc(C(=O)NCCCOC)c(=O)c3c2)cc1	14%	6%	5.5%	0%	9%
COc1ccc(CNC(=O)Cn2nc([N+](=O)[O-])c(Br)c2C)cc1	-1%	8%	i	1%	-4%
Cc1ccc(S(=O)(=O)N2CCN(C(=O)c3sccc3-c3ccccc3)CC2)cc1	17%	-4%	4.3%	-7%	-1%
CSc1nc(O)c(Cc2ccccc2)c(=O)[nH]1	-7%	-7%	i	-2%	-3%
Cc1nc(SCC(=O)c2cc3ccccc3oc2=O)c(C#N)c(-c2ccccc2)c1C(=O)Nc1ccccc1	-13%	17%	13%	0%	-8%
Cn1c(SCC(=O)NCCN2C(=O)CSC2=O)nnc1-c1ccccc1	-6%	-5%	0.1%	12%	-3%
O=[N+]([O-])c1nn(-c2ccc3c(c2)OCCO3)n(O)c1=Nc1ccccc1	29%	7%	3.0%	12%	-5%
CC(C)(C)n1nc2c(c1NC(=O)c1ccccc1S(=O)(=O)C(F)F)CS(=O)(=O)C2	-18%	-7%	1.0%	9%	-9%
O=C(NC1CCCCC1)N1CCN(c2ccccc2)CC1	16%	-4%	1.4%	0%	9%
O=C(NN=C1CCCC1)c1cccs1	73%	13%	2.9%	-16%	3%
CCCCCOC(=O)c1ccc(OC(=O)c2cncc(Br)c2)cc1	?	?	0.0%	-4%	5%
COc1ccc(-n2nnnc2SCC(=O)NCCc2ccccc2)cc1OC	6%	9%	1.4%	-8%	-19%
O=C1NC(=O)C(c2ccc(Cl)cc2Cl)N1 (stereo unspecified)	/	/	2.8%	-3%	/
CCc1ccc(CN(C)C(=O)c2ccc3c(=O)n4c(nc3c2)CCC4)cc1	2%	-5%	3.1%	-8%	-8%
O=C(O)c1cccc(NC(=S)N/N=C/c2ccccn2)c1	-37%	7%	i	4.1µM*	-8%
COc1ccc(C2=NS(=O)(=O)N(C)C(C(=O)NCc3ccccn3)=C2)cc1	/	-5%	1.4%	3%	-9%
COc1ccc2nc(NC(=S)N(C)C)sc2c1	?	?	3.5%	-16%	-1%
O=C1CN(Cc2ccccc2)CC(=O)N1	/	/	0.4%	-7%	/
O=C(COC(=O)CCc1c[nH]c2ccccc12)Nc1ccccc1	/	/	1.5%	-3%	/
CC(=O)Nc1oc(-c2cccc3ccccc23)nc1C#N	0%	-6%	1.6%	-6%	/
O=C(CSc1ccc2nnc(-c3ccccn3)n2n1)Nc1ccccc1C(F)(F)F	-2%	0%	8.1%	16%	6%
CCN(C(=O)CSc1nc2ccc(C)cc2[nH]1)C1CCS(=O)(=O)C1 (stereo unspecified)	42%	5%	0.5%	-5%	/
C=CCOC(=O)C1=C(C)Nc2ncnn2C1c1cc(Br)ccc1F (stereo unspecified)	1%	-8%	1.9%	-8%	-9%
CCOC(=O)N1CCN(S(=O)(=O)N2CCCC(C(=O)NCCc3ccc(Cl)cc3)C2)CC1 (stereo unspecified)	24%	-1%	i	9%	3%
CC1=C(C(=O)OCC2CCCO2)C(c2ccc(O)cc2)NC(=O)N1 (stereo unspecified)	-1%	2%	1.1%	-8%	7%
Cc1cccc(C)c1NC(=O)C(c1ccc([N+](=O)[O-])cc1)N1CCCCC1 (stereo unspecified)	-11%	-4%	5.3%	9%	0%
N#CCC(=O)Nc1ccc(C(=O)OCC(=O)NCCCc2ccccc2)cc1	8%	6%	0.7%	3%	-4%
CCOC(=O)C1CCCCN1C(=O)c1ccc2nc(Cc3ccc(OC)cc3)oc2c1 (stereo unspecified)	18%	-2%	1.7%	-12%	0%
CCOC(=O)c1c(C)[nH]c(C(=O)COC(=O)CCC(=O)c2ccc3c(c2)OCCO3)c1C	38%	1%	5.5%	-1%	1%
Nc1ccc(OCc2ccccc2)cc1	/	-9%	0.2%	9%	0%
O=C(c1cc(-c2ccc(Cl)c(Cl)c2)on1)N1CCCCCC1	-3%	-4%	1.7%	6%	7%
CCOC(=O)Cc1csc(NC(=O)CSc2ncnc3c2cnn3-c2ccccc2Cl)n1	/	/	9.5%	-16%	/
CCCCCCSc1ccc([C@H]2N[C@@](CC(C)C)(C(=O)OC)[C@H]3C(=O)N(CC)C(=O)[C@@H]23)cc1	-6%	-2%	i	4%	7%	VEEV TC-83 Vero 10K pilot screen=0.2
COCCNC(=O)CCc1nnc(Cc2ccc(-c3ccccc3)cc2)o1	15%	2%	i	-26%	-4%
CC(=O)OC1c2ccccc2C(=O)N1c1ccccc1C (stereo unspecified)	-3%	6%	i	0%	-4%
Cc1ccc(S/C(=N\S(=O)(=O)c2ccc(Cl)cc2)c2ccccc2)cc1	66%	33%	i	-3%	5%
CC1Oc2ccccc2N(CC(=O)N(Cc2ccccc2)Cc2ccccn2)C1=O (stereo unspecified)	-2%	3%	i	8%	-2%
CN(CCC#N)CC(=O)Nc1ccc(S(N)(=O)=O)cc1	1%	0%	0.9%	1%	-1%
CN(C[C@H](CC1CCCCC1)N(C[C@H](Cc1ccccc1)N(CCc1ccccc1)N=O)N=O)N=O	17%	-6%	0.8%	-16%	0%
O=C(CSCCO)Nc1ccc([N+](=O)[O-])cc1	-7%	-8%	0.9%	-23%	4%
c1ccc2c(c1)OCC(c1nnc3sc(-c4cnccn4)nn13)O2 (stereo unspecified)	6%	-5%	5.4%	5%	-2%
O=C(NC(=S)Nc1ccc2c(c1)C(=O)c1ccccc1C2=O)c1ccc(F)cc1	-8%	3%	/	/	5%
CCOc1ccccc1Cn1c(=O)sc2ccccc21	40%	6%	i	-10%	1%
O=C(N/N=C/c1ccc(Br)cc1)c1ccc(Br)o1	62%	-10%	4.3%	-1%	7%
CCOc1cc(C(=O)NN2CCOCC2)cc(OCC)c1OCC	3%	-7%	i	17%	-8%

A run of entries taken from the entries so far:
SMILES	tuberculosis growth	M. tuberculosis HTS	VEEV TC-83 Vero	influenza NS1A	PhoP GFP inhibition	others
CCOC(=O)c1c(C)[nH]c(C(=O)COC(=O)CCC(=O)c2ccc3c(c2)OCCO3)c1C	38%	1%	5.5%	-1%	1%
Nc1ccc(OCc2ccccc2)cc1	/	-9%	0.2%	9%	0%
O=C(c1cc(-c2ccc(Cl)c(Cl)c2)on1)N1CCCCCC1	-3%	-4%	1.7%	6%	7%
CCOC(=O)Cc1csc(NC(=O)CSc2ncnc3c2cnn3-c2ccccc2Cl)n1	/	/	9.5%	-16%	/
CCCCCCSc1ccc([C@H]2N[C@@](CC(C)C)(C(=O)OC)[C@H]3C(=O)N(CC)C(=O)[C@@H]23)cc1	-6%	-2%	i	4%	7%	VEEV TC-83 Vero 10K pilot screen=0.2
COCCNC(=O)CCc1nnc(Cc2ccc(-c3ccccc3)cc2)o1	15%	2%	i	-26%	-4%
CC(=O)OC1c2ccccc2C(=O)N1c1ccccc1C (stereo unspecified)	-3%	6%	i	0%	-4%
Cc1ccc(S/C(=N\S(=O)(=O)c2ccc(Cl)cc2)c2ccccc2)cc1	66%	33%	i	-3%	5%
CC1Oc2ccccc2N(CC(=O)N(Cc2ccccc2)Cc2ccccn2)C1=O (stereo unspecified)	-2%	3%	i	8%	-2%
CN(CCC#N)CC(=O)Nc1ccc(S(N)(=O)=O)cc1	1%	0%	0.9%	1%	-1%
CN(C[C@H](CC1CCCCC1)N(C[C@H](Cc1ccccc1)N(CCc1ccccc1)N=O)N=O)N=O	17%	-6%	0.8%	-16%	0%
O=C(CSCCO)Nc1ccc([N+](=O)[O-])cc1	-7%	-8%	0.9%	-23%	4%
c1ccc2c(c1)OCC(c1nnc3sc(-c4cnccn4)nn13)O2 (stereo unspecified)	6%	-5%	5.4%	5%	-2%
O=C(NC(=S)Nc1ccc2c(c1)C(=O)c1ccccc1C2=O)c1ccc(F)cc1	-8%	3%	/	/	5%
CCOc1ccccc1Cn1c(=O)sc2ccccc21	40%	6%	i	-10%	1%
O=C(N/N=C/c1ccc(Br)cc1)c1ccc(Br)o1	62%	-10%	4.3%	-1%	7%

Later entries
SMILES	tuberculosis growth	M. tuberculosis HTS	VEEV TC-83 Vero	influenza NS1A	PhoP GFP inhibition	others
Cc1cccc(-n2c(C)cc(/C=C3\C(=N)N4N=C(CC(C)C)SC4=NC3=O)c2C)c1	2%	1%	0.8%	-6%	-5%
O=C(Nc1ccc(F)cc1F)NC1CCN(S(=O)(=O)c2ccc(F)cc2)CC1	20%	1%	2.2%	2%	-12%
CCS(=O)(=O)c1ccccc1C(=O)NC1CCCc2ccccc21 (stereo unspecified)	0%	8%	1.4%	1%	8%
CCOC(=O)C(NC(C)=O)(Nc1ccc(F)cc1)C(F)(F)F (stereo unspecified)	1%	-17%	i	-17%	-5%
CCOc1cc(C(=O)NCCOC)ccc1OC	0%	-5%	2.6%	1%	-6%
CCOC(=O)N1CCN(C(=O)C(C)n2nc(C)n3c(cc4sccc43)c2=O)CC1 (stereo unspecified)	-4%	-4%	0.8%	-8%	3%
Cc1ccc(Nc2cc(=O)[nH]c(=O)[nH]2)cc1Cl	10%	0%	1.3%	-4%	3%
O=C(Nc1cccc(S(=O)(=O)N2CCCCCC2)c1)C1CC(=O)N(c2ccc3c(c2)OCCO3)C1 (stereo unspecified)	10%	39%	5.6%	-6%	3%
CC(=O)NC(CC(=O)N(C)Cc1cccc(Cl)c1Cl)c1ccccc1 (stereo unspecified)	10%	-1%	i	-1%	3%
CCc1ccccc1NC(=O)COc1cccc2ccc(C)nc12	-7%	-3%	1.8%	4%	-4%
O=C(O)CC1Oc2ccc(Cl)cc2NC1=O (stereo unspecified)	-33%	3%	0.6%	4%	8%
Cc1cccc(-c2nnc(-c3cccc(NC(=O)Cc4cccs4)c3)o2)c1	-1%	0%	13%	-6%	-2%
CCN(c1ccccc1)S(=O)(=O)c1ccc(C(=O)Oc2ccc(C(C)=O)cc2)cc1	?	4%	i	-8%	-6%
CCNS(=O)(=O)c1ccc(CCC(=O)N2CCOCC2)cc1	-4%	5%	0.5%	0%	5%
CSc1nc2ccc(S(=O)(=O)N(C)C)cc2s1	-8%	0%	i	-4%	2%
CC(CCc1ccccc1)NCC(O)c1ccc(O)c(C(N)=O)c1 (stereo unspecified)	-8%	-4%	0.7%	6%	1%&-11%
CCCCSCCCNC(=S)Nc1ccccc1C	?	-7%	0.7%	1%	13%
CCN(CC)CCOC(=O)c1ccc(NC(=O)COc2cc(=O)n(CC)c3ccccc23)cc1	10%	-1%	1.9%	5%	-3%
NC(=O)C1CCN(CC(=O)Nc2ccccc2Sc2ccc(Cl)cc2)CC1	26%	9%	0.2%	5%	-11%
Nc1nc(CN2CCOCC2)cs1	-1%	18%	0.1%	-2%	-14%
COc1ccc(O)c(/C=N/Nc2nc3ccccc3[nH]2)c1	-12%	6%	0.8%	-13%	8%
CCOc1cccc(CNc2nnnn2C)c1	-7%	0%	0.2%	-3%	-5%
COc1ccccc1/C=C/C(=O)NC(=S)Nc1ccc(S(=O)(=O)N(C)c2ccccc2)cc1	-5%	3%	4.4%	-3%	1%
COc1ccc(CNC(=O)[C@@H](NC(=O)C2CCN(S(=O)(=O)c3ccc(C)cc3)CC2)C(C)C)cc1OC	1%	7%	1.6%	-6%	-19%
CC(=O)c1cccc(NC(=O)c2cc(=O)[nH]c3ccc(S(=O)(=O)N4CCOCC4)cc23)c1	8%	9%	3.3%	-2%	/
CCC(C)(C)n1nnnc1CN1CCc2ccccc21	1%	-7%	1.0%	9%	1%
CN(C)S(=O)(=O)c1cccc(NC(=S)Nc2ccc(Cl)cc2Cl)c1	?	4%	3.7%	1%	-14%
COc1ccc(S(=O)(=O)N(C)C[C@H]2Oc3ccc(NC(=O)Nc4ccccc4)cc3C(=O)N([C@H](C)CO)C[C@@H]2C)cc1	58%	6%	2.2%	14%	/	VEEV TC-83 Vero 10K pilot screen=5.3
O=C(CCC1CCCCC1)NC1CCCCC1	?	-6%	i	-19%	/
CCCC(C)c1nnc(NC(=O)C2CC(=O)N(c3ccc(OCC)cc3)C2)s1 (stereo unspecified)	14%	8%	5.7%	-5%	-7%

Retrieved by structure from the list above (2):
SMILES	tuberculosis growth	M. tuberculosis HTS	VEEV TC-83 Vero	influenza NS1A	PhoP GFP inhibition	others
CCOc1ccc(N(C)S(=O)(=O)c2ccc3[nH]cc(C(=O)NCCCOC)c(=O)c3c2)cc1	14%	6%	5.5%	0%	9%
O=C1CN(Cc2ccccc2)CC(=O)N1	/	/	0.4%	-7%	/

Compound activity as filed in PubChem.
